Compound activity (PubChem)
Tau FP inhib: qHTS for Inhibitors of Tau Fibril Formation, Fluorescence Polarization | Microtubule-associated protein tau (Homo sapiens), P10636 | K18 P301L tau heparin fibrillization, Alexa594 FP, 6 h | Potency, µM (highest dose often 57.7 µM), without a hit: at the highest dose activity, negative = inhibition, actives largely listed as inhibitors | hit rate 0.39% among 280,000; also: % is scaled to controls: 0 for no effect and ±100 for the full control effect; nearly all actives have a fitted effect of over 55% in size
Target sequence (P10636 561-689 P618L limits assumed): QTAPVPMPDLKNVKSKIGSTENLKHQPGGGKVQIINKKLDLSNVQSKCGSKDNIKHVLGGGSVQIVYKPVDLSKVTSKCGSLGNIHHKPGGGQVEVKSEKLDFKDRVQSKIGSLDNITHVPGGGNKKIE
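Recombinant K18 P301L […], labeled with Alexa 594 at 0.24 uM over 15 uM unlabeled; heparin inducer 20 uM final; 37 C, 6 hr; FP endpoint.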
GAA inh: qHTS Assay for Inhibitors of Human alpha-Glucosidase as a Potential Chaperone Treatment of Pompe Disease; hit rate 0.005% among 200,000; Lysosomal alpha-glucosidase (Homo sapiens), P10253; Potency, µM (doses to about 76.9 µM), for inactives: at the highest dose activity change, negative = inhibition, most hits filed as inhibitors; purified human GAA, 4-MU-alpha-glucoside fluorescence;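 also: plate controls were uninhibited enzyme wells for no effect and no-enzyme background for full effect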
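Fluorogenic assay: 4 nM human alpha-glucosidase with 400 uM 4-methylumbelliferyl-alpha-D-pyranoside in 50 mM citrate/phosphate, 0.005% Tween-20, pH 5.0, 20 min at room temperature. Compounds tested up to 77 uM; AC50 from Hill fits.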
Tau fluor counter: Counterscreen qHTS for Inhibitors of Tau Fibril Formation, Fluorescence Polarization | tau K18 P301L Alexa594 fluorescence, heparin fibrillization | Potency, µM (titrated, usually from 57.7 µM), without a hit: at the top dose activity change, negative = decrease | hit rate 0.93% among 280,000 | AID 1463, 2008; also: % is scaled to controls: 0 for no effect and ±100 for the full control effect; nearly all actives have a fitted effect of over 55% in size
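Human tau K18 P301L (15 uM unlabeled, 0.24 uM Alexa 594-labeled) in 100 mM sodium acetate pH 7 with 20 uM heparin, 6 hr at 37 C. ThT 30 uM added, 1 hr ambient; Alexa 594 FP and total fluorescence read at 555/632 nm.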
HTT cytoprotect: qHTS Multiplex Assay to Identify Dual Action Probes in a Cell Model of Huntington: Cytoprotection (ATP); PC12 HTT-Q103 induced, cytoprotection, ATP luminescence, 40 h; Potency, µM (highest dose often 56.4 µM), for the others: cytoprotection (ATP increase), most hits filed as activators; hit rate 0.14% among 230,000; AID 1471, 2008;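 also: % of control where 0% means no effect; nearly all actives have a fitted effect of over 45% in size; toxic huntingtin expression switched on by the ecdysone agonist tebufenozide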
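Cells were plated at 1500 per well in phenol red-free DMEM with 5% equine and 5% calf serum. Tebufenozide (100 nM final) and compounds were added, then ATPlite reagent, and luminescence was read.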
GAA glycogen mod: qHTS Assay for Inhibitors and Activators of Human alpha-Glucosidase Cleavage of Glycogen; hit rate 0.38% among 300,000; AID 2100, 2009; Lysosomal alpha-glucosidase (Homo sapiens), P10253; recombinant GAA, glycogen substrate, Amplex Red glucose oxidase fluorescence; Potency, µM (highest dose often 76.4 µM), inactives show at the highest dose activity change, negative = inhibition, most hits filed as inhibitors;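 also: 0% = full enzyme reaction and -100% = no-enzyme basal signal; the screen sought inhibitors and activators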
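Natural-substrate format: glycogen cleavage by 4 nM human enzyme, glucose read by Amplex Red coupling (Ex 573, Em 610 nm). Normalized to enzyme and no-enzyme controls.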
GAA spleen mod: qHTS Assay for Inhibitors and Activators of Human alpha-Glucosidase From Spleen Homogenate; Potency, µM (titrated, usually from 79.9 µM), without a hit: at the top dose activity change, negative = inhibition, usual class: inhibitors; hit rate 0.006% among 240,000; AID 2112, 2009; human spleen homogenate, 4-MU-alpha-glucoside fluorescence; Lysosomal alpha-glucosidase (Homo sapiens), P10253;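 also: 0% = enzyme with vehicle and -100% = no enzyme basal signal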
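Compounds were titrated against alpha-glucosidase in spleen homogenate at pH 5.0, with 1 mM 4-methylumbelliferyl substrate for 40 min at 37 C. Reactions were quenched with pH 10 NaOH/glycine and fluorescence measured.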
Tau fibril ThT: qHTS for Inhibitors of Tau Fibril Formation, Thioflavin T Binding | AID 1460, 2008 | recombinant tau K18 P301L (four-repeat tau fragment), heparin-induced fibrillization, ThT fluorescence | Potency, µM (highest dose often 57.4 µM), for inactives: at the highest dose activity, negative = inhibition, most hits filed as inhibitors | hit rate 2.1% among 270,000; also: % is scaled to controls: 0 for no effect and ±100 for the full control effect; nearly all actives have a fitted effect of over 55% in size
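Heparin-induced fibrillization of the P301L-mutant K18 repeat-domain fragment of human tau was followed by ThT binding in quantitative high-throughput format.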
GLA spleen mod: qHTS Assay for Inhibitors and Activators of Human alpha-Galactosidase From Spleen Homogenate; AID 2107, 2009; hit rate 0.008% among 240,000; Alpha-galactosidase A (Homo sapiens), P06280; human spleen homogenate, 4MU-alpha-Gal fluorescence, 40 min; Potency, µM (highest dose often 80 µM), for inactives: at the highest dose activity change, negative = inhibition, most hits filed as inhibitors;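 also: 0% = enzyme with vehicle and -100% = no enzyme basal signal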
Target sequence (P06280 32-429 limits assumed): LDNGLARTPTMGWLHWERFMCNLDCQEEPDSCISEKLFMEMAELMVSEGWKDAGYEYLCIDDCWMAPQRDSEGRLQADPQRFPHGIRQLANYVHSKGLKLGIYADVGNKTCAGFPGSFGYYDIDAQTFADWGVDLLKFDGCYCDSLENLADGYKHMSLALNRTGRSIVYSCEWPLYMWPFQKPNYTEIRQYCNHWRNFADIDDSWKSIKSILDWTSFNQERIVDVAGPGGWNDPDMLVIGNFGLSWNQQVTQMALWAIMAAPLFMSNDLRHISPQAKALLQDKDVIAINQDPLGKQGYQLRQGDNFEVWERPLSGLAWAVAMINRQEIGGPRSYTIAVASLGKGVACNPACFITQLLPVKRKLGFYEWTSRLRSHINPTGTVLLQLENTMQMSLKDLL
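Human spleen homogenate (1 ug) was the enzyme source, with 4-methylumbelliferyl-alpha-D-galactopyranoside (1 mM final) in pH 5.0 citrate buffer with 0.01% Tween-20. Compounds were titrated; after 40 min at 37C, NaOH/glycine stop, 4-MU fluorescence read; AC50 from Hill fits.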
* hit, by the source's call; u = inconclusive; x = no result given; [ ] = another dose, or the depositor's remark. Calls follow the shape of the dose curve; as a rule, active = well fitted curve in the direction sought with a large enough effect; inconclusive = small, poorly fitted or top-dose-only effect, or another doubt; inactive = no such curve, though single readings can be large; an effect the other way counts as inactive or inconclusive. Potency is read from the fitted curve at half-maximal effect. This is a random part of the collection, and some 3.3% of all compounds hit somewhere here.

SMILES | Tau FP inhib | GAA inh | Tau fluor counter | HTT cytoprotect | GAA glycogen mod | GAA spleen mod | Tau fibril ThT | GLA spleen mod
CC1CCCN(CC(O)COCC2COc3ccccc3O2)C1 (stereo not drawn) | 0% | 9% | -4% | 11% | 2% | -13% | 3% | 4%
O=C(CCS(=O)(=O)c1ccc(Br)cc1)N1CCN(c2ccccc2F)CC1 | -2% | -9% | -3% | -1% | -7% | -5% | -4% | -5%
CC1=C(C(=O)OCC2CCCO2)C(c2ccccc2OC(C)C)C2=C(CC(c3ccco3)CC2=O)N1 (stereo not drawn) | 5% | 10% | -12% | 7%[1.9 µM] | 0% | -3% | -9% | u
CCOc1cc(Cl)c(NC(=O)c2ccco2)cc1OCC | 4% | -3% | -8% | x | -1% | 2% | -13% | 2%
CS(=O)(=O)N1CCCC(C(=O)NCCc2ccc(Cl)cc2)C1 (stereo not drawn) | -6% | -1% | -8% | -53%[inhibitor] | -5% | -3% | -6% | -1%
COc1cccc(CNC(=O)CCc2nnc3n(CC(C)C)c(=O)c4ccccc4n23)c1 | 5% | x | 3% | x | -3%[76.3 µM] | x | 9% | x
Nc1nnc(SCC(=O)Nc2ccc(S(=O)(=O)N3CCOCC3)cc2)s1 | -1% | -8% | -12% | 21% | -12% | 0% | -3% | 6%
O=C(CC(=O)N/N=C/c1cccs1)NCc1ccccc1 | 8% | 2% | 5% | -37% | 4% | 5% | -3% | 4%
COc1ccc(C(=O)C(C)Oc2cccc(NC(=O)c3cccc([N+](=O)[O-])c3)c2)cc1 (stereo not drawn) | -3% | -9% | 3.5µM*[quencher] | x | -17% | -8% | -11% | -6%
CCOc1cc(C(=O)Nc2ccc(C)cc2C)ccc1OCC(=O)N1CCCCC1 | 1% | 4% | -7% | 13%[10 µM] | 2% | 0% | -18% | 3%

Entries from the list above that contain four or more nitrogen atoms:
SMILES | Tau FP inhib | GAA inh | Tau fluor counter | HTT cytoprotect | GAA glycogen mod | GAA spleen mod | Tau fibril ThT | GLA spleen mod
COc1cccc(CNC(=O)CCc2nnc3n(CC(C)C)c(=O)c4ccccc4n23)c1 | 5% | x | 3% | x | -3%[76.3 µM] | x | 9% | x
Nc1nnc(SCC(=O)Nc2ccc(S(=O)(=O)N3CCOCC3)cc2)s1 | -1% | -8% | -12% | 21% | -12% | 0% | -3% | 6%

(more compounds)
SMILES | Tau FP inhib | GAA inh | Tau fluor counter | HTT cytoprotect | GAA glycogen mod | GAA spleen mod | Tau fibril ThT | GLA spleen mod
O=C(Cc1ccc(NS(=O)(=O)c2ccc(F)cc2)cc1)NCc1ccccc1 | -8% | -1% | -11% | -21% | -11% | -7% | -5% | 3%
C=CCn1cccc(C(=O)Nc2ccc(OC)cc2)c1=O | -1% | -2% | -12% | -68%[inhibitor] | 5% | -3% | -15% | 6%
CC1(C)NC(=O)N(CCOCCOc2cccc(Oc3ccccc3)c2)C1=O | 2% | -12% | -10% | -6%[0.074 µM] | -2% | -2% | -8% | 5%
Cc1ccnc(NS(=O)(=O)c2ccc(Oc3ccccc3)cc2)c1 | -13% | -4% | -16% | -11% | 8% | -1% | -3% | -2%
CCC/C=N/Nc1nc2ccccc2s1 | 3% | u | u | x | u | -6% | u | 5%
O=C(O)CSCC(=O)Nc1cccc2ccccc12 | 3% | -1% | 11% | -10%[10 µM] | -4% | -3% | 4% | -2%
Cc1c(CCOC(=O)c2cc([N+](=O)[O-])cc([N+](=O)[O-])c2)sc[n+]1CCCCS(=O)(=O)[O-] | 0% | -1% | -1% | -12% | 4% | -13% | -1% | -3%
CCCC[n+]1ccn(-c2nc3ccccc3nc2[N-]S(=O)(=O)c2ccc(Cl)cc2)c1 | -3% | x | -20% | 19%[10 µM] | 4% | 2% | x | 1%
COc1ccc(N2CCC(CNC(=O)Nc3ccc(OC)cc3OC)C2)cc1 (stereo not drawn) | -6% | 0% | u | -2% | -19% | 3% | 14µM* | 1%
CCOC(=O)Cc1cc(=O)[nH]c(/N=C(\N)Nc2ccc(C)cc2C)n1 | -1% | 3% | -5% | -5% | -2% | 0% | -15% | 5%
Clc1nc(-c2cccnc2)nc2scc(-c3ccccc3)c12 | -8% | -16% | -4% | -20%[10 µM] | -1% | -4% | u | 6%
O=C1c2ccccc2C(=O)N1Cc1nn2c(-c3ccc(Cl)cc3)nnc2s1 | -1% | -19% | -4% | -21%[0.074 µM] | -1% | 0% | -4% | 6%
O=C(c1cccc(S(=O)(=O)N2CCOCC2)c1)N1CCCC1 | -13% | -3% | -12% | -8% | 3% | 9% | -8% | 9%
CCCn1c(C)nc2c(Nc3ccccc3)nc(C)nc21 | -11% | x | -8% | -52%[inhibitor] | x | 4% | -3% | 3%
Cc1nn(CC(=O)c2ccccc2)c(=O)c2nn(-c3ccccc3F)c(C)c12 | 2% | -18% | 8% | x | 3% | -10% | 8% | -15%
O=C(c1ccc(COc2c(F)c(F)cc(F)c2F)o1)N1CCN(c2ccc(Cl)cc2)CC1 | 0% | -12% | -24% | -40%[inhibitor] | 0% | 0% | u | 6%
CCn1c(CCNC(=O)c2ccc(OC)cc2)nnc1SCc1ccc(Cl)cc1Cl | 9% | -1% | -9% | 7%[10 µM] | 12% | 0% | -10% | 5%
CCC1CN(C(=O)NCc2ccc(F)cc2)c2cc(C)ccc2O1 (stereo not drawn) | u | x | u | x | -15% | x | 4% | x
CN(Cc1ccc(F)cc1)C(=O)CCc1nnc(-c2ccccc2)o1 | -3% | -13% | -11% | 4%[10 µM] | 4% | 5% | -11% | 0%
CCCCN=C1C([N+](=O)[O-])=CC=C2C1=NC1(CCCCC1)N2O | u | 0% | -28% | 39%[10 µM] | -4% | 0% | 8.9µM* | -9%
O=C(Nc1cccc(Cl)c1)Nc1nnc(CC2=CCCCC2)s1 | 11µM* | 6% | u | 15%[10 µM] | -8% | -1% | 11% | -2%
COc1ccc(OC)c(S(=O)(=O)NCCOC23CC4CC(CC(C4)C2)C3)c1 | 6% | -8% | -5% | -13%[10 µM] | 3% | 4% | -2% | 7%
CC(=O)NCCNc1nc2c(-c3cccc(C)c3)nnn2c2ccc(Cl)cc12 | -8% | x | -11% | x | -11%[76.3 µM] | x | -8% | x
N#CC1=C(N)OC2=C(CC/C2=C\c2ccc(F)cc2)C1c1ccc(F)cc1 (stereo not drawn) | -10% | u | -12% | -11%[1.9 µM] | 23% | -3% | -12% | -1%
CCc1cc2c(=O)[nH]c(-c3ccncc3)nc2s1 | 1% | 3% | -4% | 12%[10 µM] | 5% | 9% | 0% | 9%
CC(=O)c1cccc(NC(=O)NCCc2c[nH]c3ccccc23)c1 | 13% | x | -30% | 8%[10 µM] | -3% | -3% | x | -11%
O=C1CC(Nc2ccc(N3CCOCC3)cc2)C(=O)N1c1ccccc1 (stereo not drawn) | -5% | -6% | -19% | -28% | 16µM* | -2% | 16µM* | 7%
O=C(CC(c1ccccc1)c1ccccc1)Nc1ncn[nH]1 | -2% | -14% | -5% | 6% | 2% | -7% | -2% | -3%
Cc1c(/C=N/NC(=O)c2cccnc2)c2ccccc2n1Cc1ccccc1 | -8% | 5% | -27% | 5%[10 µM] | -4% | -1% | -4% | 2%
COc1ccc(Br)cc1C1N2CC3(C)CN1CC(C)(C2)C3=O (stereo not drawn) | -9% | -5% | -17% | 0%[10 µM] | 1% | -10% | -8% | 2%
O=[N+]([O-])c1ccc(Nc2nc(N/N=C/c3cccc(F)c3)nc(N3CCCC3)n2)cc1 | -13% | -2% | u | 7%[10 µM] | 4% | -5% | u | -2%
Cn1cnc([N+](=O)[O-])c1Sc1ccccc1 | 5% | -2% | 4% | 15% | 1% | 0% | 4% | 1%
Cc1ccc(S(=O)(=O)NCC(=O)N/N=C/c2ccc(Cl)cc2Cl)cc1 | -6% | -2% | -29% | -8%[10 µM] | -13% | -9% | -7% | -17%
O=C(O)c1ccccc1C(=O)c1cccs1 | 5% | -4% | -1% | -13% | -4% | 9% | -9% | 9%
CC(C)COc1ccc(C(=O)NC(=S)Nc2ccc(CN3CCOCC3)cc2)cc1 | 15% | 4% | 6% | -11%[10 µM] | 1% | 2% | -10% | 6%
CCn1c(C)c(C(C)=O)c(N2CCN(c3ccccn3)CC2)nc1=S | 2% | -1% | 3% | 3%[0.074 µM] | 3% | -5% | -7% | -7%
O=C(CCn1c(=O)c2cccn2c2cccnc21)NCc1ccccc1Cl | -2% | x | -3% | x | -14%[76.3 µM] | x | 1% | x
CC(C)(C)C1CCc2c(sc(N)c2C(N)=O)C1 (stereo not drawn) | u | -2% | -17% | -35% | -11% | 0% | u | 3%
CC1(C)CC(=O)C2=C(C1)NC(=O)CC2c1cccc(F)c1 (stereo not drawn) | -5% | 2% | 1% | -13%[0.074 µM] | 4% | 4% | 6% | -5%
CC(=O)OC[C@H]1O[C@@H](Sc2cccc3cccnc23)[C@H](OC(C)=O)[C@@H](OC(C)=O)[C@@H]1OC(C)=O | 1% | -8% | -13% | 19%[10 µM] | 7% | 4% | u | 0%
Cc1ccc(/C=C2\CCC3=C2OC(N)=C(C#N)C3c2ccc(C)cc2)cc1 (stereo not drawn) | -11% | -2% | -18% | -16% | u | -3% | u | 0%
CCOc1ccc(-n2nnc3c(=O)n(C/C=C/c4ccccc4)cnc32)cc1 | -3% | u | -8% | -24%[10 µM] | 9% | -3% | 8% | 0%
O=C(O)c1ccc(Cl)c(S(=O)(=O)N2CCCCCC2)c1 | -1% | -1% | 7% | -3% | -4% | -2% | 5% | 1%
